Compound activity: PubChem BioAssay, National Center for Advancing Translational Sciences (NCATS)
LDHA block: LDHA (human) enzyme inhibition | purified LDHA, NADH/diaphorase-resazurin fluorescence; stronger effect = lower value | P00338 | 0.15% of 480,000 active | activity change, % (values are at about 110 or 230 µM); in the data active = activity change below about -30%; inconclusive = mostly about -25% to -30%;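 also: plate controls were DMSO wells for no effect and wells without enzyme for full effect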
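Human LDH5 (2 nM) was incubated with 0.06 mM NADH and 0.2 mM pyruvate for 5 min at room temperature in Tris pH 7.4. Remaining NADH was coupled through diaphorase/resazurin, and resorufin fluorescence was read at 0 and 20 min.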
TrxR1 inh: inhibitors of rat thioredoxin reductase 1; O89049; recombinant rTrxR1, NADPH fluorescence consumption, selenite substrate; Potency, µM (titrated, usually from 114 µM), for inactives: at the highest dose activity change, negative = inhibition, actives largely listed as inhibitors; 1% of 390,000 active; AID 588453; also: potency is read from the fitted curve at half-maximal effect; % is scaled to controls: 0 for no effect and ±100 for the full control effect; nearly all actives have a fitted effect of over 65% in size
Target sequence (O89049 whole entry, looked up): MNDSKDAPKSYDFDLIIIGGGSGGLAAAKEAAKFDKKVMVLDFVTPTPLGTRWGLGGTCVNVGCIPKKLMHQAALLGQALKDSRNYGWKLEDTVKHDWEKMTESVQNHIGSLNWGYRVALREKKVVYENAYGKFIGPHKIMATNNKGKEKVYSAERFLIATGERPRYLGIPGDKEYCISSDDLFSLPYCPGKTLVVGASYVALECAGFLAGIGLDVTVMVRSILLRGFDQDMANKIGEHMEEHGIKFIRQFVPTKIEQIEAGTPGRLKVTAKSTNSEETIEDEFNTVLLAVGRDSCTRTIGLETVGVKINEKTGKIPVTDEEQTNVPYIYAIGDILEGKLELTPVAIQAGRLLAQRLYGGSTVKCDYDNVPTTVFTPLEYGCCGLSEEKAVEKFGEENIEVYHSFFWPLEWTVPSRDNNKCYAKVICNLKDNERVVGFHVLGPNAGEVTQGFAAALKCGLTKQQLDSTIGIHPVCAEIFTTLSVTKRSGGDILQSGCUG
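Rat TrxR1 (90 nM in the dispensed reagent) was pre-reduced with 400 uM NADPH for 5 min at room temperature, then incubated with compound for 15 min. After 400 uM selenite was added, NADPH fluorescence (Ex 340/Em 450 nm) was followed for 8 min.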
Vif-APOBEC3F blk: blocks the Vif interaction with APOBEC3F. AID 602313. 0.2% of 390,000 active. Potency, µM (doses to about 46.1 µM), for inactives: at the highest dose activity, negative = active. HeLa A3F-eYFP + Vif (tagged APOBEC3F with the HIV-1 protein that degrades it), YFP fluorescence increase; also: potency is read from the fitted curve at half-maximal effect; % of control where 0% means no effect; nearly all actives have a fitted effect of over 65% in size
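HeLa cells stably expressing A3F-eYFP plus Vif, plated and incubated overnight at 37 deg C, then exposed to compounds overnight at 37 deg C. Blocked degradation read as raised yellow fluorescence (Ex 488/Em 500-530).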
TrxR1 substrate: rat thioredoxin reductase 1 substrate activity; O89049; purified TrxR1 substrate turnover, NADPH consumption readout; Potency, µM (top dose mostly 114 µM), without a hit: at the highest dose activity change, negative = substrate turnover; 0.01% of 390,000 active; also: potency is read from the fitted curve at half-maximal effect; % is scaled to controls: 0 for no effect and ±100 for the full control effect; nearly all actives have a fitted effect of over 50% in size
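Rat TrxR1, dispensed at 90 nM, was prereduced with 400 uM NADPH (final) for 5 min at ~22 deg C, then incubated with compound 15 min before 400 uM selenite. A first-read NADPH fluorescence drop versus no-compound background flagged substrates.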
USP1 inh: USP1/UAF1 (human) deubiquitinase inhibition. Potency, µM (highest dose often 57.1 µM), without a hit: at the top dose activity change, negative = inhibition, most hits filed as inhibitors. O94782. 0.23% of 390,000 active. recombinant USP1/UAF1, Ub-Rhodamine cleavage fluorescence; also: potency is read from the fitted curve at half-maximal effect; % is scaled to controls: 0 for no effect and ±100 for the full control effect; nearly all actives have a fitted effect of over 60% in size; inactives centre near -12
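1 nM enzyme complex + cpd, 15 min RT; start with Ub-Rho 150nM final; kinetic fluorescence ex 480/em 540, 6 reads q60 s. Buffer 50mM HEPES pH 7.8, 0.5mM EDTA, 0.1 mg/ml BSA, 1mM TCEP, 0.01% Tween-20.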
Vif-APOBEC3G blk: inhibitors of Vif-APOBEC3G interaction | Q9HC16 | HeLa A3G-eYFP + Vif (tagged APOBEC3G with the HIV-1 protein that degrades it), YFP fluorescence, overnight | Potency, µM (titrated, usually from 46.1 µM), for inactives: top-dose activity, negative = active, usual class: inhibitors | 0.076% of 410,000 active | AID 602310;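 also: potency is read from the fitted curve at half-maximal effect; % is scaled to controls: 0 for no effect and ±100 for the full control effect; nearly all actives have a fitted effect of over 60% in size; hits raise eYFP signal because A3G escapes Vif-driven loss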
Target sequence (Q9HC16 whole entry, looked up): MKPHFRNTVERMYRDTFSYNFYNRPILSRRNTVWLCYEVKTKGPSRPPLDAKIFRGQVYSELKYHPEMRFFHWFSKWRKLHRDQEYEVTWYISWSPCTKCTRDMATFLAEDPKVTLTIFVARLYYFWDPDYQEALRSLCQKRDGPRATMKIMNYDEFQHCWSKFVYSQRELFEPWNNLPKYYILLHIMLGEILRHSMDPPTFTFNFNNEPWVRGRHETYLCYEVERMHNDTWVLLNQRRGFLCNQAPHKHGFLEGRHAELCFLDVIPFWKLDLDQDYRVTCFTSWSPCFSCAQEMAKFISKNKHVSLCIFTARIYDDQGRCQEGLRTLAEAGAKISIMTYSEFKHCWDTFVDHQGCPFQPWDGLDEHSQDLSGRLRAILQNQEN
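Read-out is eYFP fluorescence (Ex 488/Em 500-530) from Vif-expressing HeLa A3G-eYFP cells; more signal means A3G escaped Vif-mediated degradation. Cells plated overnight, compound pinned in, incubated overnight at 37 deg C.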
IDH1 R132H inh: human IDH1 R132H inhibition. O75874. IDH1-R132H enzyme, NADPH consumption, diaphorase/resazurin fluorescence. Potency, µM (highest dose often 76.6 µM), without a hit: at the top dose activity change, negative = inhibition, most hits filed as inhibitors. 0.093% of 390,000 active; also: potency is read from the fitted curve at half-maximal effect; % is scaled to controls: 0 for no effect and ±100 for the full control effect; nearly all actives have a fitted effect of over 65% in size
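IDH1-R132H (0.5 ug/mL dispensed) in pH 7.5 Tris buffer was preincubated 30 min with compound, then given a substrate mix of 0.016 mM NADPH and 2 mM alpha-KG for 80 min at room temperature; remaining NADPH was read by diaphorase/resazurin fluorescence.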
GRP78 ERSR act: induces the endoplasmic reticulum stress response in human glioma cells; U87-MG GRP78 promoter luciferase reporter, 16 h; Potency, µM, inactives show at the highest dose activation, most hits filed as activators; 0.02% of 420,000 active; AID 602332; also: potency is read from the fitted curve at half-maximal effect; series mostly up to about 76 µM; % of control where 0% means no effect; nearly all actives have a fitted effect of over 35% in size
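Stably transfected U87-MG glioma cells carrying a GRP78-based luciferase sensor; 16 h compound incubation. Luminescence end-point read 10 min after Bright-Glo addition at room temperature.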
RGS4 inhibitor: blocks human RGS4-accelerated GTP hydrolysis; P49798; Transcreener GDP fluorescence polarization, RGS4-accelerated GTP hydrolysis; Potency, µM (series often up to 114 µM), inactives show top-dose activity change, negative = inhibition, hits mostly inhibitors; 0.039% of 390,000 active; AID 504845; also: potency is read from the fitted curve at half-maximal effect; % is scaled to controls: 0 for no effect and ±100 for the full control effect; nearly all actives have a fitted effect of over 75% in size; some results filed as inactive show a strong effect at the top dose
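MLSMR compounds (23 nl, pin-transferred) preincubated 10 min at room temperature with a 500nM (2x) first reagent, then RGS4 at 900nM (2x) plus Transcreener GDP mix added; fluorescence polarization (620/688 nm) read before and after 90 min at 30 °C.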
The depositor's hits bear a star; ? = inconclusive; · = not tested or not shown; & = joins results of further samples; [ ] = another dose, or the depositor's remark. Unless noted, calls follow the shape of the dose curve; as a rule, active = well fitted curve in the direction sought with a large enough effect; inconclusive = small, poorly fitted or top-dose-only effect, or another doubt; inactive = no such curve, though single readings can be large; an effect the other way counts as inactive or inconclusive. Only part of the results is shown, so the mix of outcomes need not match the whole.

SMILES	LDHA block	TrxR1 inh	Vif-APOBEC3F blk	TrxR1 substrate	USP1 inh	Vif-APOBEC3G blk	IDH1 R132H inh	GRP78 ERSR act	RGS4 inhibitor
COc1c(C)cccc1C(=O)Nc1ccc(OCC(=O)N2CCOCC2)cc1C	-2	1%	9%	6%	-17%	1%	10%	-2%	6%
COC(=O)C1=C(CN2CCSCC2)NC(=O)NC1c1cc(C)ccc1C (stereo not given)	0	7%[57.1 µM]	5%	6%[57.1 µM]	-17%	-2%	1%	-2%	-8%
OCC1CCCCN1C(=S)Nc1cccc(Cl)c1 (stereo not given)	-3	17%[57.1 µM]	8%	0%[57.1 µM]	-11%	1%	2%	0%	-42%
CCOc1ccc(NS(=O)(=O)c2ccc(OCC(=O)NCc3ccncc3)cc2)cc1	-1	-11%	-3%	-2%	-4%	3%	4%	-5%	8%
CC(=O)c1ccc(N2C(=O)[C@@H]3C(CCC(N)=O)NC4(C(=O)Nc5c4ccc(Cl)c5C)[C@@H]3C2=O)cc1 (stereo not given in full)	-1	11%[57.1 µM]	7%	7%[57.1 µM]	-14%	-1%	10%	-2%	26%[11.4 µM]
COc1cc(CNCCCN2CCOCC2)cc(Br)c1OCC(=O)N1CCCCC1	-3	-3%	-1%	3%	-1%	0%	5%	-1%	-14%
CCCCCCCCCOC(=O)CNc1nc(C#N)nc(NCC(=O)OCCCCCCCCC)n1	-7	35%	·	1%	·	2%	·	-4%	14%
COc1cccc(CN(C(=O)COc2ccc(C)cc2)C2CCS(=O)(=O)C2)c1 (stereo not given)	-1	12%	2%	5%	-14%	1%	3%	-1%	-2%[11.4 µM]
c1ccc(-c2cc3cc4c(cc3cn2)OCO4)cc1	-12	-3%[57.1 µM]	0%	7%	-22%	-13%	25%	-3%	0%
Cc1ccc(OCc2nc3ccccc3n2Cc2ccccc2Cl)cc1	-2	8%	-5%	5%	-21%	0%	0%	0%	-24%
O=C(Oc1ccc(Cl)c2cccnc12)N1CCOCC1	-1	1%[57.1 µM]	-1%	11%[57.1 µM]	-21%	2%	-6%	-1%	4%
O=C(CCN1CCCCC1)c1ccc2c(c1)OCO2	0	?	-2%	-6%	-24%	-2%	8%	-19%	?

Reformatted: entries from further up.
Under each structure – LDHA block	TrxR1 inh	Vif-APOBEC3F blk	TrxR1 substrate	USP1 inh	Vif-APOBEC3G blk	IDH1 R132H inh	GRP78 ERSR act	RGS4 inhibitor
COc1c(C)cccc1C(=O)Nc1ccc(OCC(=O)N2CCOCC2)cc1C
 : -2	1%	9%	6%	-17%	1%	10%	-2%	6%
CCCCCCCCCOC(=O)CNc1nc(C#N)nc(NCC(=O)OCCCCCCCCC)n1
 : -7	35%	·	1%	·	2%	·	-4%	14%

Full records from above. Screens in order: LDHA block, TrxR1 inh, Vif-APOBEC3F blk, TrxR1 substrate, USP1 inh, Vif-APOBEC3G blk, IDH1 R132H inh, GRP78 ERSR act, RGS4 inhibitor
`CC(=O)c1ccc(N2C(=O)[C@@H]3C(CCC(N)=O)NC4(C(=O)Nc5c4ccc(Cl)c5C)[C@@H]3C2=O)cc1` (stereo not given in full) is entered as -1, 11%[57.1 µM], 7%, 7%[57.1 µM], -14%, -1%, 10%, -2%, 26%[11.4 µM]
`COc1cc(CNCCCN2CCOCC2)cc(Br)c1OCC(=O)N1CCCCC1` is entered as -3, -3%, -1%, 3%, -1%, 0%, 5%, -1%, -14%
`O=C(Oc1ccc(Cl)c2cccnc12)N1CCOCC1` is entered as -1, 1%[57.1 µM], -1%, 11%[57.1 µM], -21%, 2%, -6%, -1%, 4%
`OCC1CCCCN1C(=S)Nc1cccc(Cl)c1` (stereo not given) is entered as -3, 17%[57.1 µM], 8%, 0%[57.1 µM], -11%, 1%, 2%, 0%, -42%
`CCOc1ccc(NS(=O)(=O)c2ccc(OCC(=O)NCc3ccncc3)cc2)cc1` is entered as -1, -11%, -3%, -2%, -4%, 3%, 4%, -5%, 8%

(further entries)
SMILES	LDHA block	TrxR1 inh	Vif-APOBEC3F blk	TrxR1 substrate	USP1 inh	Vif-APOBEC3G blk	IDH1 R132H inh	GRP78 ERSR act	RGS4 inhibitor
O=C(NCCCN1CCOCC1)C(=O)NCC1OCCN1S(=O)(=O)c1ccc(Br)cc1 (stereo not given)	-9	-1%	-5%	1%	-20%	-1%	5%	-2%	1%
S=c1[nH]ncn2c1cc1oc3ccccc3c12	-8	9%[57.1 µM]	-30%	5%[57.1 µM]	-18%	2%	5%	1%	-3%
O=C1CCC/C1=c1\s/c(=C\c2cccnc2)c(=O)n1-c1ccccc1	-2	-7%[57.1 µM]	1%	-8%[0.457 µM]	-13%	-1%	0%	-7%	-15%
O=C(O)CSc1nc2ccc(Br)cc2[nH]1	-11	19%	6%	11%	-15%	-1%	18%	-6%	-5%
Cn1c(=O)[nH]c(=O)c2c1nc(N1CCNCC1)n2CCOc1ccccc1	-9	-4%	-4%	5%	-27%	-1%	-1%	-1%	-24%
CCCS(=O)(=O)N1CCCC(C(=O)N2CCCCC2)C1 (stereo not given)	-12	-5%	15%	-1%	-19%	-1%	-2%	-3%	-20%[56.9 µM]
Cc1ccc(-c2ccc(/C=C3/NC(=O)NC3=O)o2)cc1[N+](=O)[O-]	-6	-18%	-12%	-4%	-7%	-9%	2%	3%	?
Cc1oc2c(c1C(=O)c1ccc(Cl)cc1)C(=O)C(=O)c1ccccc1-2	42	2%	-9%	79µM*	?	-1%	19%	5%	-48%
COc1ccc(NC(=O)Nc2cc(C(=O)NCc3ccc(C)cc3)ccc2N2CCCC2)cc1	-7	13%[57.1 µM]	3%	7%[57.1 µM]	?	-1%	-7%	-1%	-6%
CC(C)CN(CCCNC(=O)CN1N=C(c2ccc(Cl)cc2)CCC1=O)CC(C)C	1&-1	18%	1%&1%	5%	-20%&8%	2%&3%	0%&-2%	-2%&-2%	2%&3%
COc1ccc(C(=O)Nc2cccc(NC(=O)c3ccc(OC)c(OC)c3)n2)cc1OC	-4	13%	-4%	-2%	-24%	-17%	-4%	4%	-22%
O=C(NCCCl)NNc1c(Cl)cc(Cl)cc1Cl	1	37%[activator][57.1 µM]	-1%	-14%[57.1 µM]	-22%	2%	7%	2%	-25%
CCCCN1C(=O)C(C(=O)OCc2ccccc2)CC2=C1CCCC2=O (stereo not given)	-10	2%	6%	-7%	-2%	4%	-1%[38.3 µM]	0%	7%
COc1ccc(S(=O)(=O)NCCCCCC(=O)NCCCN2CCOCC2)cc1	-5	25%[57.1 µM]	2%	11%[57.1 µM]	-14%	1%	3%	4%	-6%
COc1ccc(Cc2nnc(SCC(=O)Nc3cc(Cl)ccc3C)[nH]c2=O)cc1	-16	-3%	5%	-8%	-2%	-2%	-1%	-3%	29%
O=C(CN1CCN(Cc2ccc(F)cc2)CC1)NCCc1ccccc1	-2	8%[57.1 µM]	2%	8%[57.1 µM]	-20%	1%	4%	-4%	-25%
Cc1ccc(C)c(NC(=S)Nc2ccc(S(=O)(=O)Nc3ncccn3)cc2)c1	-12	-3%	1%	-4%	-22%	-1%	1%	-4%	-7%
O=C(O)CCC(=O)N1CCN(S(=O)(=O)c2cccs2)CC1	-7	-9%	6%	-10%	-5%	2%	7%	-7%	10%
Cc1ccc(Cl)cc1N1CCN(C(=O)c2ccc3c(c2)N(Cc2ccccc2F)C(=O)c2ccccc2S3(=O)=O)CC1	-2	32%	0%	1%	-27%	1%	9%	-4%	-14%
Cc1ccc(NC(=O)CN(C)C(=O)Cc2ccc3c(c2)CCC3)cc1	-3	-5%	-7%	-4%	-8%	-1%	10%	-1%	-3%
COCCNC(=O)CN(c1cc(Cl)ccc1OC)S(=O)(=O)c1ccc(C)c([N+](=O)[O-])c1	-10	2%	3%	0%	-9%	6%	-10%	-4%	2%
COc1cc(CNn2cnnc2)ccc1OCC(=O)NC1CCCCC1	0	-11%	-7%	-2%	-19%	0%	-5%	0%	-18%
CCc1sc(C(=O)Nc2ncccc2C)cc1C	-6	1%	9%	-5%	3%	-1%	-10%	4%	3%
CCN(CC)S(=O)(=O)c1cc(NC(=O)C2Cc3ccccc3C(=O)O2)ccc1C (stereo not given)	0	1%	-7%	-13%	-1%	-5%	-8%	1%	10%
CCOC(=O)c1c(NC(=O)c2ccn(CC)n2)sc2c1CCCC2	4	66%[activator]	-9%	51%[activator]	-18%	-2%	0%	-3%	-12%
Cc1cc(C)cc(NC(=O)Cc2noc3ccccc23)c1	3	19%[11.4 µM]	2%	9%[11.4 µM]	-15%	-1%	0%	0%	3%
CCC1(C)SC(NC(C)=O)=NN1C(C)=O (stereo not given)	-8	11%[57.1 µM]	11%	-3%	-8%	-4%	-2%	-4%	-6%
